# Bioassay records from PubChem BioAssay.
# STEP inh: STEP (human) phosphatase inhibition; P54829; recombinant STEP, OMFP fluorogenic substrate, fluorescence; inhibition, % at 20 µM; actives 0.25% (n = 360,000); AID 588621;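 active means inhibition at 20 µM, scaled per plate between control wells, above about 37%, limit read from the data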;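 further: 0% = DMSO with enzyme and substrate and 100% = substrate only without enzyme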
#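 Also added – OMFP at 25 µM · Test system – STEP tyrosine phosphatase · Technique – FITC-channel fluorescence of OMFP product · Schedule – 20 min at room temperature, dark · Evaluation – control-normalized % inhibition with plate pattern correction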
# NRP1-CendR mod: alters CendR peptide binding to human NRP-1; FAM-RPARPAR peptide binding to NRP-1, fluorescence polarization; inhibition, % at 25 µM; O14786; actives 0.85% (n = 360,000);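 active means inhibition or corrected inhibition above about 18%, plus a signal ratio from 0.5 to 1.5, limit read from the data, passing the limit was not always enough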; further: strong numbers were not always called active
# Target sequence (O14786 whole entry, looked up): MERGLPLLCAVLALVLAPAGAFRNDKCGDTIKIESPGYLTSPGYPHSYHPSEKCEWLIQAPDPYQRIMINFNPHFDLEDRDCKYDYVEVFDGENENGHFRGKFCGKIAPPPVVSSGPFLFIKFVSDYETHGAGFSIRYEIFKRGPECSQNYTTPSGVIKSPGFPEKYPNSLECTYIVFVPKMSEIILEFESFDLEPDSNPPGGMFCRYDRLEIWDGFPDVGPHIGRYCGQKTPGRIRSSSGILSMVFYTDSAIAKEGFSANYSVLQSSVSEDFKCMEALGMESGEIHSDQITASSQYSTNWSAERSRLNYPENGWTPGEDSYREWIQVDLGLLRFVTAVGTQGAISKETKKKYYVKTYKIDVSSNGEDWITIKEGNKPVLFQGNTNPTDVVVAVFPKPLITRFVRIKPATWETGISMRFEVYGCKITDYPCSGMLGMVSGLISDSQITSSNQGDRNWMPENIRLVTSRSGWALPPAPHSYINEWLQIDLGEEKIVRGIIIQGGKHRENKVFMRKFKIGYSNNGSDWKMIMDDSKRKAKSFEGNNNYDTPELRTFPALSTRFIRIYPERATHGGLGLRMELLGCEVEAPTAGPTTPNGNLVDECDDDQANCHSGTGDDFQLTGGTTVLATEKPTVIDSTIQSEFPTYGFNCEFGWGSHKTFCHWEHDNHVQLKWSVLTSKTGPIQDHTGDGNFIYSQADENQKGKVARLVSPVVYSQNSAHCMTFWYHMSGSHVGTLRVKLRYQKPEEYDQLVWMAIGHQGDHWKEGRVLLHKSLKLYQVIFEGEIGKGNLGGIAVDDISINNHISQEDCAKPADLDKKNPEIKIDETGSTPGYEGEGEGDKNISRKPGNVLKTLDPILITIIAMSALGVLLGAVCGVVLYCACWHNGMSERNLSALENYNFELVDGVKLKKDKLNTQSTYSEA
# SUMO1-SIM PPI: SUMO1-SIM interaction modulation. inhibition, % at 20 µM. P63165. actives 0.33% (n = 360,000). AID 602429. SUMO1 binding to a labelled peptide, TR-FRET, 1 h; in the data active means inhibition above about 37%
# TbMetRS inhib: Trypanosoma brucei MetRS inhibition. purified T. brucei MetRS, ATP depletion, Kinase-Glo luminescence. inhibition, % at 11.9 µM. actives 0.4% (n = 360,000). AID 624268;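 active means inhibition above a per-plate cutoff of the control wells' mean inhibition plus 3 SD, cut at about 5.5% in these data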;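 further: 0% = DMSO wells median and 100% = median of wells with control inhibitor compound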
#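 Dosing: 11.9 µM compound single dose, 0.9% DMSO; Assay system: purified T. brucei MetRS enzyme; Measured by: Kinase-Glo luciferase luminescence reporting remaining unconsumed ATP; Schedule: 15 min plus 2 h at 25 °C.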
# Neddylation inh: blocks human cullin neddylation; P61081+Q13564; TR-FRET cullin neddylation, biochemical; calls only at 25 µM; actives 0.58% (n = 360,000); in the data active means inhibition above about 36%
# LMPTP block: LMPTP (human) inhibition | actives 0.22% (n = 360,000) | AID 651560 | recombinant LMPTP-A, OMFP fluorogenic substrate, fluorescence intensity | inhibition, % at 20 µM | P24666;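 active means compounds that cut the enzyme signal by at least half of the control window in the single-dose screen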;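 further: plate controls were DMSO wells with enzyme plus substrate for no effect and substrate without enzyme for full effect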
#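 Assay system: LMPTP-A enzyme. Input: 0.625 nM LMPTP-A final. Probe or stimulus: 400 µM OMFP. Compound dosing: single 20 µM dose. Schedule: 50 min dark incubation at room temperature. Detection: fluorescence intensity of OMFP turnover product. Read-out: percent inhibition versus substrate-only and uninhibited controls. Benchmarks: no-enzyme low control, uninhibited high control.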
# NadD inh: NadD (S. aureus) enzyme inhibition. actives 0.78% (n = 360,000). inhibition, % at 20 µM. purified NadD enzyme, colorimetric absorbance read-out; in the data active means inhibition above about 26%; further: some compounds past the cut are filed as inactive
# Scp1 inh: blocks human Scp-1 phosphatase activity. inhibition, % at 20 µM. Q9GZU7. actives 0.88% (n = 340,000). Recombinant Scp1, phosphopeptide, malachite green phosphate absorbance;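 active means inhibition above about 50% at 20 µM, limit read from the data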;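 further: plate controls were DMSO wells with enzyme for no effect and wells lacking enzyme for full effect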
# Target sequence (Q9GZU7 76-261 limits assumed): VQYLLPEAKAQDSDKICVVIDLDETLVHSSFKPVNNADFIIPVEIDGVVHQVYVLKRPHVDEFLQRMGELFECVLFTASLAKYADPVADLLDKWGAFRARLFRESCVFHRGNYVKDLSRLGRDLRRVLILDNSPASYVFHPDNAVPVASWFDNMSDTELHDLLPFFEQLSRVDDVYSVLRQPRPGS
#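 Test system – truncated SCP-1 phosphatase (76-261aa) · Reagent – Phosphorylated 17-residue peptide substrate · Incubation – 45 min room-temperature reaction, 5 min colour, 30 min stabiliser · Detection – colorimetric phosphate reagent with accelerator and stabiliser, absorbance at 630 nm · Measure – % inhibition at 20 µM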
# SKN-1 block: blocks SKN-1 activity in C. elegans | C. elegans VP596 Pgst-4::GFP/RFP ratio, acrylamide-induced, 24 h | inhibition, % at 21.8 µM | actives 0.49% (n = 360,000) | AID 624304;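 active means interference check ratio from 0.5 to 1.5 plus GFP to RFP signal ratio inhibition reaching or exceeding a fixed threshold, cut at about 30% in these data, passing the limit was not always enough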; further: some compounds called inactive have numbers as strong as hits
# DNMT1 block: blocks human DNA methyltransferase DNMT1; DNMT1 molecular beacon, Hinp1I cleavage, fluorescence; AID 588458; inhibition (reported as % activation of signal), % at 10 µM; actives 0.83% (n = 360,000); in the data active means inhibition above about 50%
# The depositor's hits bear a star; i = inactive; nt = no result given.
item | Structure | STEP inh | NRP1-CendR mod | SUMO1-SIM PPI | TbMetRS inhib | Neddylation inh | LMPTP block | NadD inh | Scp1 inh | SKN-1 block | DNMT1 block
1 | COc1ccc(-c2c(C)sc(NC(=O)c3ccnn3C)c2C#N)cc1 | -2 | -6 | 6 | 0.5 | i | 0.3 | -2 | -4 | 9 | -1
2 | CC(NC(=O)c1ccc([N+](=O)[O-])o1)C12CC3CC(CC(C3)C1)C2 (stereo unspecified) | 1 | 17 | -33 | 0.4 | i | -0.4 | 1 | -2 | 0 | 0
3 | Cc1nnc(NC(=O)C(C)Sc2nnc(CCNC(=O)c3ccccc3F)n2C)s1 (stereo unspecified) | 5 | 8 | -3 | -0.1 | i | -1.2 | -2 | -9 | -5 | 1
4 | Cc1ccccc1OCC(=O)N1CCc2ccccc2C1 | 3 | 5 | -1 | 0.1 | i | 1.0 | -1 | -6 | -6 | -5
5 | COC(=O)c1sc(-c2ccccc2)cc1NC(=O)c1ccc(F)cc1 | 0 | -3 | 2 | 0.5 | nt | 0.5 | 0 | -3 | -12 | 13
6 | O=C1CCc2cc(S(=O)(=O)Nc3ccccc3F)ccc2N1 | 2 | -5 | 2 | -0.2 | i | -0.7 | -2 | -4 | -5 | 5
7 | COCCn1c(=S)[nH]c2ccc(N(C)C)cc2c1=O | 2 | 5 | -11 | -0.9 | nt | 0.9 | 10 | -9 | 9 | -10
8 | C#CCN1[C@@H]2CCN(C2)c2cc(Br)ccc2S1(=O)=O | -1 | 5 | 2 | -0.2 | i | -1.0 | -6 | -8 | 9 | 0
9 | CCOC(=O)c1c(C)c(C(=O)NC2CCCCC2)c(C)n1CC | -5 | -4 | 6 | 0.2 | i | -0.1 | -1 | -4 | 6 | 4
10 | CCc1nc2c(OCC(=O)C(C)(C)C)cccn2c1N(C)C(=O)c1cccs1 | -1 | -8 | -1 | -0.4 | i | -0.7 | -5 | nt | -15 | 3
11 | CN(C/C(O)=C(\C#N)c1ccccc1)C1CCCCC1 | -4 | -6 | -2 | -1.2 | i | -2.2 | 0 | -5 | 0 | 3
12 | O=C(/C=C/c1ccc([N+](=O)[O-])cc1)c1cccnc1 | 2 | 12 | -11 | -1.1 | i | -1.6 | 0 | 1 | 11 | -2
13 | CCOc1ccc(NC(=O)NCCCCc2ccccc2)cc1 | -1 | 7 | -1 | -0.6 | i | -0.8 | 0 | -11 | -10 | 1
14 | CCCCCn1c(SCc2ccncc2)nc2cc(C(=O)NCc3ccco3)ccc2c1=O | 3 | -8 | 1 | 0.5 | i | 2.4 | 11 | -2 | 14 | -3
15 | CC1=C(C(=O)OCc2ccccc2)C(c2ccc([N+](=O)[O-])cc2)NC(=O)N1CCCCCC(=O)O (stereo unspecified) | 3 | 2 | -11 | -0.2 | i | -0.4 | 3 | -5 | 8 | -2
16 | COc1ccc2cc3cc(C(=O)NCc4ccco4)oc3nc2c1 | 3 | -2 | -6 | 0.2 | nt | 0.1 | -2 | 61* | 16 | 5
17 | O=C1NC(=O)C2(COC(c3ccccc3Cl)OC2)S1 (stereo unspecified) | -3 | -11 | 3 | -0.3 | i | -2.4 | -16 | -4 | 17 | 1
18 | CN1CCN(C(=O)C2=C[C@@H](C3CCCCC3)C[C@@H](OCCCCO)O2)CC1 | -3 | 5 | 0 | 0.6 | i | -1.2 | 0 | -6 | 12 | 9
19 | Cc1ncsc1C(=O)N1N=C2/C(=C/c3ccccc3)CCCC2C1c1ccccc1 (stereo unspecified) | 1 | -5 | -2 | -1.2 | nt | 5.0 | 12 | 9 | 9 | -2
20 | O=C(NCc1n[nH]c(=S)n1-c1ccccc1)c1ccco1 | -3 | 13 | 1 | -0.7 | i | -1.4 | -5 | -4 | -15 | 0
21 | Cc1cc(=O)oc(C)c1C(=O)Nc1cnc2ccccc2c1 | -2 | -67 | 0 | -0.1 | i | -0.5 | 3 | -5 | 6 | -1
22 | COc1ccc(S(=O)(=O)N2CCC(C(=O)NC3CCCCC3)CC2)cc1OC | -2 | 13 | 1 | -0.3 | i | -0.7 | -2 | 0 | -5 | -1
23 | COc1cc(OC)cc(-c2cc3ncccc3cn2)c1 | 2 | -10 | -13 | 0.3 | i | 0.4 | -3 | -2 | 2 | 13
24 | CC(C(=O)Nc1sc2c(c1C#N)CCCCC2)N1C(=O)c2ccccc2C1=O (stereo unspecified) | 0 | -5 | 1 | 0.0 | i | 1.9 | -5 | -8 | -3 | 1
25 | COc1ccccc1NC(=O)COC(=O)c1ccc(S(=O)(=O)N2CCCCCC2)cc1 | -1 | -3 | 0 | -0.6 | i | -1.4 | -1 | 5 | 7 | 9
26 | COc1ccc2nc(N3CCN(C(=O)c4ccc([N+](=O)[O-])o4)CC3)sc2c1 | 1 | -7 | -34 | -0.7 | i | 0.4 | -1 | -6 | 2 | -9
27 | Cn1nnnc1SCC1=C(C(=O)O)N2C(=O)[C@@H](NC(=O)[C@H](O)c3ccccc3)[C@H]2SC1 | 28 | -148 | 35 | 1.2 | i | 1.2 | 11 | 90* | 5 | 88*
28 | COc1ccc(NC(=O)c2cc(C)no2)cc1 | 0 | 5 | -1 | 0.9 | i | -1.3 | 1 | -13 | 20 | 1
29 | COC(=O)C(C)Sc1nnc2n(-c3cccc(C)c3)c(=O)c3c4c(sc3n12)CCCC4 (stereo unspecified) | -2 | -3 | -2 | -0.8 | i | 0.1 | 3 | 12 | 11 | -1
30 | CCOC(=O)CCCCC(=O)c1[nH]c(=O)[nH]c1CSc1nc(C)cc(=O)[nH]1 | 2 | 5 | -4 | 0.0 | i | -1.6 | 2 | -5 | 7 | 1
31 | CCOC(=O)CC1(C)NC(C(=O)O)C(C)(C)S1 (stereo unspecified) | -3 | 6 | 1 | 0.3 | i | -1.7 | 1 | 5 | -8 | 2
32 | COc1ccc(S(=O)(=O)N(C)CC(=O)N2CCCCCC2)cc1 | 0 | 13 | 3 | -1.0 | i | -3.1 | -4 | -2 | 4 | 2
33 | COc1ccccc1OCC(=O)Nc1nc(C)c(C)s1 | 2 | 6 | 2 | -0.4 | i | 0.4 | -1 | -9 | 5 | 2
34 | CCNc1nc(NC(C)(C)C)nc(SCC(N)=O)n1 | 0 | -3 | 1 | 0.3 | i | -0.6 | -2 | -5 | -4 | 0
35 | CSCCC(N=C(NS(=O)(=O)c1ccc(Br)cc1)c1ccccc1)C(=O)O (stereo unspecified) | 1 | 8 | 0 | 0.0 | i | -0.2 | -9 | -5 | -1 | -1
36 | O=C(Cc1c(F)cccc1Cl)Nc1cccc(S(=O)(=O)NC2=NCCCCC2)c1 | -1 | -3 | -4 | -0.6 | i | -0.2 | -2 | 0 | 7 | 1
37 | O=C(c1ccc(CS(=O)c2ccccc2Cl)o1)N1CCN(C2CCCCC2)CC1 (stereo unspecified) | -2 | -11 | -3 | -0.1 | i | -0.2 | 3 | nt | 0 | 0
38 | Cc1nn(-c2ccccc2)c(Cl)c1/C=N/NC(=O)c1ccn[nH]1 | -5 | 8 | 0 | -1.3 | i | -0.6 | -6 | -9 | -8 | 7
39 | NC(=O)CSc1nnc(-c2ccc(S(=O)(=O)N3CCCCC3)cc2)n1-c1ccccc1 | 1 | 6 | -1 | -0.5 | i | -0.9 | 3 | -5 | 8 | 0
40 | CC(C)(C)NC(=O)C(c1ccncc1)N(Cc1ccc(F)cc1)C(=O)c1ccc(-c2ccccc2)[nH]1 (stereo unspecified) | -2 | 7 | -1 | 3.0 | i | 0.6 | 10 | 6 | 1 | -2
41 | CCOc1cc(C(=O)NCC(C)(C)CNC(=O)c2cc(OCC)c(OCC)c(OCC)c2)cc(OCC)c1OCC | -1 | -3 | 1 | -0.2 | i | 4.7 | -6 | -15 | -4 | -26
42 | CCOc1ccc2[nH]c(=O)c(CN(CCO)C(=O)c3ccc(F)cc3)cc2c1 | 1 | -8 | 1 | -0.3 | i | -0.6 | 1 | -5 | -7 | 0
43 | C/C(=N\N(Cc1ccccc1)c1ccccc1)c1ccncc1 | 3 | 10 | -6 | -0.5 | i | 2.1 | -65 | -79 | 12 | 2
44 | CCN(CC(=O)Nc1c(C(=O)OC)[nH]c2ccc(Cl)cc12)c1ccc2c(c1)OCO2 | 3 | -18 | -3 | -0.9 | i | 1.2 | 16 | -6 | 4 | -17
45 | COc1ccc(Nc2cc(C(=O)NCCCN3CCOCC3)c3ccccc3n2)cc1 | -2 | 0 | -5 | -0.5 | i | -1.2 | 0 | -5 | -1 | 1
46 | COC(=O)c1ccccc1NC(=O)NCc1ccccc1 | -3 | -2 | 0 | -0.5 | i | -2.0 | -5 | 0 | -1 | 7
47 | CCOC(=O)c1cc(OCC(=O)NC(C)C(C)C)cc(C(=O)OCC)c1 (stereo unspecified) | -2 | 6 | -1 | -0.8 | i | 1.1 | 2 | -6 | 9 | -3
48 | CCOc1cc(N2CCOCC2)c(OCC)cc1NC(=O)COC(=O)c1c(C)noc1C | 1 | -8 | 0 | -0.1 | i | -1.8 | -7 | nt | 4 | -3
49 | CCn1c(COc2ccccc2C)nnc1SCC(=O)Nc1cc(C)on1 | -5 | -4 | -2 | -1.3 | i | -0.3 | -5 | 6 | -1 | 7
50 | O=C(Cn1ccc(C(F)(F)F)n1)N=Nc1c(O)[nH]c2ccc(Br)cc12 | 0 | -17 | -10 | 0.9 | i | 1.7 | -7 | 0 | -4 | -5

# Filtered by structure, the compounds so far containing an aryl methoxy group.
item | Structure | STEP inh | NRP1-CendR mod | SUMO1-SIM PPI | TbMetRS inhib | Neddylation inh | LMPTP block | NadD inh | Scp1 inh | SKN-1 block | DNMT1 block
1 | COc1ccc(-c2c(C)sc(NC(=O)c3ccnn3C)c2C#N)cc1 | -2 | -6 | 6 | 0.5 | i | 0.3 | -2 | -4 | 9 | -1
16 | COc1ccc2cc3cc(C(=O)NCc4ccco4)oc3nc2c1 | 3 | -2 | -6 | 0.2 | nt | 0.1 | -2 | 61* | 16 | 5
22 | COc1ccc(S(=O)(=O)N2CCC(C(=O)NC3CCCCC3)CC2)cc1OC | -2 | 13 | 1 | -0.3 | i | -0.7 | -2 | 0 | -5 | -1
23 | COc1cc(OC)cc(-c2cc3ncccc3cn2)c1 | 2 | -10 | -13 | 0.3 | i | 0.4 | -3 | -2 | 2 | 13
25 | COc1ccccc1NC(=O)COC(=O)c1ccc(S(=O)(=O)N2CCCCCC2)cc1 | -1 | -3 | 0 | -0.6 | i | -1.4 | -1 | 5 | 7 | 9
26 | COc1ccc2nc(N3CCN(C(=O)c4ccc([N+](=O)[O-])o4)CC3)sc2c1 | 1 | -7 | -34 | -0.7 | i | 0.4 | -1 | -6 | 2 | -9
28 | COc1ccc(NC(=O)c2cc(C)no2)cc1 | 0 | 5 | -1 | 0.9 | i | -1.3 | 1 | -13 | 20 | 1
32 | COc1ccc(S(=O)(=O)N(C)CC(=O)N2CCCCCC2)cc1 | 0 | 13 | 3 | -1.0 | i | -3.1 | -4 | -2 | 4 | 2
33 | COc1ccccc1OCC(=O)Nc1nc(C)c(C)s1 | 2 | 6 | 2 | -0.4 | i | 0.4 | -1 | -9 | 5 | 2
45 | COc1ccc(Nc2cc(C(=O)NCCCN3CCOCC3)c3ccccc3n2)cc1 | -2 | 0 | -5 | -0.5 | i | -1.2 | 0 | -5 | -1 | 1
